High-throughput results deposited in PubChem BioAssay by Broad Institute.
LGR2 inh – inhibitors of bursicon-induced Drosophila LGR2 receptor cAMP signaling | AID 720647 | 380,000 tested, 0.35% active | inhibition, % at 9.99 µM | HEK293 LGR2, CRE-luciferase, bursicon-stimulated, 4 h;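 active means drop in luminescence signal, shown as inhibition above about 50% in the replicate tests, limit read from the data, passing the limit was not always enough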;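 further: agonist challenge used bursicon conditioned medium at about half maximal strength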
Cneo AK release – Cryptococcus neoformans lysis via adenylate kinase release; C. neoformans lysis, adenylate kinase release luminescence, 4 h; normalised: neutral wells 0, clomiphene wells 100; lysis activity, % at 15 µM; 360,000 tested, 0.2% active; AID 651654;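 active means mean lysis activity across replicates of at least 80%, whatever share of replicates individually reach that level; inactive means mean lysis activity below 80%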
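Test system: log-phase Cryptococcus neoformans yeast cells; Quantity: yeast cell density of 5 × 10^6 cells/mL; Buffer or medium: YPD; Doses: single compound concentration per well; Timing: 4 h at 37 °C static, read 1 h later; Measured by: AK luminescence; Read-out basis: lysis from increased AK signal; Control set: Clomiphene as positive control.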
FN deposit inh – fibronectin deposition inhibition; AH1F fibroblasts, Alexa488-fibronectin deposition fluorescence, overnight; inhibition, % at 12.6 µM; 350,000 tested, 0.086% active; AID 743247;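 active means mean inhibition across replicates of 30% or more, regardless of how many single replicates reach that level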;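 further: positive control wells lacked labelled fibronectin entirely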
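Schedule: 1 h cell adhesion before compound, then overnight fibronectin incubation; test system: AH1F fibroblast monolayer depositing Alexa488-labelled fibronectin into matrix; quantity: 10000 AH1F cells per well; probe or stimulus: fluorescent fibronectin at 24 nM final; signal: fluorescence, ex 485 nm, em 525 nm; evaluation: percent inhibition as loss of matrix-bound fibronectin fluorescence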
miR122 inh – miR-122 inhibition in Huh7 cells | 340,000 tested, 0.3% active | Huh7 miR-122 Renilla luciferase sensor, 48 h; neutral wells = 0, positive control = 100 | AID 602342 | activation (reporter increase), % at 12.5 µM;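 active means mean replicate activation score at least 90 and every replicate individually at or above 90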;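 further: higher luciferase means less miR-122 activity so hits act as miR-122 inhibitors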
Casp6 inh – blocks human caspase-6 cleavage activity | P55212 | purified caspase-6, Z-VEID-R110 cleavage fluorescence | inhibition, % at 12.5 µM | 350,000 tested, 0.53% active;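 active means mean inhibition across replicates at least about 35%, with every replicate also reaching that limit, limit read from the data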;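 further: 0% = median of neutral control wells and 100% = no fluorescence left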
Target sequence (P55212 24-179 limits assumed): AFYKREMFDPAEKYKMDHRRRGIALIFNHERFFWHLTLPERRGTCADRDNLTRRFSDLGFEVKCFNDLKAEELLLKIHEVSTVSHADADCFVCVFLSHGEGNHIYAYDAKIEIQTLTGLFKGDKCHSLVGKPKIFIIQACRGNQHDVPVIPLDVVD
Target sequence (P55212 194-293 limits assumed): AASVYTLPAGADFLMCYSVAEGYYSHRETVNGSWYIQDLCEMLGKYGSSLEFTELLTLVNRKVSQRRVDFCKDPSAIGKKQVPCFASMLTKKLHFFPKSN
EWS-Fli inh – blocks EWS/Fli oncoprotein-driven transcription. inhibition, % at 12.6 µM. A673 NR0B1-luciferase reporter, viability-normalised. 350,000 tested, 0.67% active;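 active means mean inhibition of at least 50% after viability correction, with every replicate also passing that limit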;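 further: firefly luciferase signal divided by Alamar Blue viability fluorescence both relative to DMSO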
PAX8 inh HTS – lowers PAX8-driven luciferase in RMG-I cells | RMG-I TPO-luciferase reporter, SteadyGlo, 24 h | inhibition, % at 12.6 µM | 360,000 tested, 1.2% active | AID 652154;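 active means mean replicate inhibition at least 60% with every replicate also reaching 60%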;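 further: luciferase light reporting Pax8 driven TPO promoter activity; plate controls were median of neutral control wells for no effect and mitoxantrone controls for full effect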
PGC1a acetyl inh – lowers PGC1a acetylation signal in U2OS cells; inhibition, % at 15.6 µM; 350,000 tested, 0.17% active; AlphaScreen anti-acetyl-lysine; with virally co-expressed GCN5 acetyltransferase; AID 651687;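 active means every replicate shows inhibition of at least 40%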;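 further: 0% = neutral control wells and 100% = positive control wells; some results beyond the cut were filed as inactive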
Numbers without * were called inactive; / = no result given; [ ] = another dose, or the depositor's remark.

SMILES,LGR2 inh,Cneo AK release,FN deposit inh,miR122 inh,Casp6 inh,EWS-Fli inh,PAX8 inh HTS,PGC1a acetyl inh
Cc1ccc(-c2cnc3c(c2)C(=O)N([C@H](C)CO)C[C@@H](C)[C@@H](CN(C)S(C)(=O)=O)O3)cc1,-13,-4,/,9[16.7 µM],-1,-3,-23,2
Cc1nc(-c2ccccc2)sc1C1(C)CC(c2ccc(OC(F)(F)F)cc2)=NO1 (centres undefined),/,-1,1,/,3,-7,-24,/
COc1cc(OC)cc(C2=Cc3ccccc3C(CC(=O)c3ccco3)N2c2ccc(-c3ccc(C(N)=O)cc3)cc2)c1 (centres undefined),-4,/,-7,/,-1,12,29,/
COc1ccc(CN(C)C[C@@H]2Oc3ccc(NC(=O)CCCCCC(=O)Nc4ccccc4N)cc3CC(=O)N([C@@H](C)CO)C[C@@H]2C)cc1,6,/,/,/,0,11,18,1
COc1ccccc1C(=O)N/C(=C/c1ccco1)C(=O)Nc1ccc(C(=O)O)cc1,-5,/,4,2,13,1,3,/
C[C@@H]1CN([C@@H](C)CO)C(=O)c2cc(NS(=O)(=O)c3ccc(F)cc3)ccc2O[C@@H](C)CCCCO[C@H]1CN(C)S(=O)(=O)c1cccs1,-8,3,0,3[16.7 µM],0,12,-3,-2
Cc1ccc(S(=O)(=O)N2CCN(C(=O)c3cc(S(=O)(=O)N4CCOCC4)ccc3Cl)CC2)c(C)c1,-6,0,-16,-8,-2,4,8,-4
Cc1cc(C)cc(NS(=O)(=O)c2ccc3[nH]c(=O)[nH]c3c2)c1,/,-1,/,40,/,/,-21,-3
O=c1c2ccccc2oc2ccccc12,-21,1,/,-4,-2,-38,/,1
C[C@@H]1CN([C@@H](C)CO)C(=O)c2cccc(NS(=O)(=O)c3ccc(F)cc3)c2O[C@H]1CN(C)S(=O)(=O)c1ccc(Cl)cc1,-2,110*,/,-4[16.7 µM],-2,1,/,-3
O=C(NCC(c1ccco1)N1CCCCC1)c1ccc(OCc2ccccc2)cc1 (centres undefined),1,/,/,/,4,-4,8,/
O=C(c1cccc(S(=O)(=O)N2CCc3ccccc32)c1)N1CCN(c2ccccn2)CC1,-9,/,1,/,4,5,42,-18
COc1ccccc1Oc1coc2c(CN3CCN(C)CC3)c(O)ccc2c1=O,-3,1,/,4,/,/,/,2
CCOc1ccccc1N1CCN(C(=O)CCCN2C(=O)c3cccc4cccc(c34)C2=O)CC1,0,/,3,/,4,2,16,/
COc1cc(C(N)=O)cc(Cl)c1OCc1ccccc1,16,/,-4,/,2,-5,-26,/

(continued)
SMILES,LGR2 inh,Cneo AK release,FN deposit inh,miR122 inh,Casp6 inh,EWS-Fli inh,PAX8 inh HTS,PGC1a acetyl inh
O=C(NC(=S)Nc1ccc(CN2CCOCC2)cc1)c1ccc(-c2cccc(Cl)c2)o1,67*,/,-18,/,-2,28,0,-17
CC(C)COc1cccc(C(=O)NC(=S)Nc2cccc(NC(=O)c3ccccc3Cl)c2)c1,6,/,-7,-9,/,/,-8,/
Cc1noc(C)c1NC(=O)N(C)C[C@@H]1Oc2ccc(NC(=O)CCN3CCOCC3)cc2C(=O)N([C@H](C)CO)C[C@H]1C,2,0,/,4[16.7 µM],-2,1,/,-6
Cc1ccc(S(=O)(=O)Nc2ccc3c(c2)C(=O)N([C@@H](C)CO)C[C@@H](C)[C@H](CN(C)S(=O)(=O)c2ccccc2)OCCCC[C@@H](C)O3)cc1,8,-2,4,-9[16.7 µM],1,0,14,-16
COC(=O)Cn1c(N)[n+](Cc2ccccc2)c2ccccc21,-15,2,-17,-6,-2,-25,17,8
C=C1CCC[C@]2(C)C[C@H]3OC(=O)C(CNC(C)CC)[C@H]3CC12 (some centres undefined),5,0,-5,-16,-5,12,45,-4
COc1ccc(NC(=O)CSc2n[nH]c(N)n2)c([N+](=O)[O-])c1,-18,-2,/,-3,3,-7,/,6
Cc1ccccc1-c1csc(C(O)c2ccc(F)cc2)n1 (centres undefined),-9,5,3,1,0,-32,-21,-15
COc1ccc(NC(=O)c2nc(-n3nc(C)cc3C)ccc2Cl)cc1Cl,-16,/,1,/,1,-25,-10,/
CCOc1ccccc1N1CCN(CC(O)COc2ccc3c(C)cc(=O)oc3c2)CC1 (centres undefined),-3,2,/,-1,0,-10,/,-9
COc1ccc(S(=O)(=O)N2CCN(c3cnccn3)CC2)cc1,-2,-1,-4,1,0,9,10,12
CC1(C)N=C2C(=[N+]1[O-])CCC/C2=N\O,/,-1,-7,-5,/,/,5,9
COc1ccc(NS(=O)(=O)c2cc(NC(=O)c3cccs3)ccc2N2CCOCC2)cc1,15,2,-2,46,0,5,43,-6
C=CCn1c(=S)[nH]c2sc3c(c2c1=O)CCCC3,-8,-1,2,/,15,-1,-11,/
COc1cc(OC)c2c(-c3ccccc3)cc(=O)oc2c1C(CCN1CCCC(C)C1)c1ccc2c(c1)OCO2 (centres undefined),-1,9,10,63,-3,19,10,/

Continuation:
SMILES,LGR2 inh,Cneo AK release,FN deposit inh,miR122 inh,Casp6 inh,EWS-Fli inh,PAX8 inh HTS,PGC1a acetyl inh
COCCN1C=C2C(=O)C(C)(OC(=O)C3CCCC3)C(=O)C=C2C=C1c1ccsc1 (centres undefined),-5,-1,-1,/,/,-1,6,/
CC(=O)Nc1cccc(OCc2ccc(S(=O)(=O)Cc3ccccc3)cc2)c1,-8,1,2,0,/,/,-81,-6
CCN1C(=O)[C@H]2[C@@H](c3ccc(C)cc3)N3C(=O)N(c4cccc(Cl)c4)C(=O)[C@@]3(CC(C)C)[C@H]2C1=O,-7,0,-10,0,-2,4,7,-5
COc1ccc(-c2ccc3c(c2)O[C@H](CN(C)CC2CCOCC2)[C@H](C)CN([C@@H](C)CO)S3(=O)=O)cc1,-1,3,5,17[16.7 µM],1,5,/,3
COc1ccc(S(=O)(=O)Nc2cccc3c2O[C@@H](CN(C)C(=O)Nc2ccc(F)cc2)[C@H](C)CN([C@@H](C)CO)C3=O)cc1,-8,1,/,-1[16.7 µM],1,1,/,-2
C[C@H](CO)N1C[C@H](C)[C@H](CN(C)Cc2ccc(Cl)c(Cl)c2)Oc2ccc(NS(=O)(=O)c3cn(C)cn3)cc2CC1=O,-3,-11,/,-11[16.7 µM],2,65*,23,-8
O=C(NC1CCCC1)C(c1cccs1)N(C(=O)c1csnn1)c1ccccc1F (centres undefined),15,7,5,3,0,/,-6,/
CC[C@H](C)[C@@H]1NC(=O)c2cc([N+](=O)[O-])cc(F)c2NCCCC[C@@H](C(N)=O)NC(=O)[C@H](CC(N)=O)NC1=O,-1,-7,-5,/,-4,11,-1,/
O=C(C[C@H]1C[C@@H]2c3cc(NC(=O)Nc4ccc(C(F)(F)F)cc4)ccc3O[C@@H]2[C@H](CO)O1)NC1CCCCC1,3,0,/,-2[16.7 µM],2,-7,-2,1
O=S(=O)(c1cc(Cl)ccc1Cl)N1CCN(Cc2ccco2)CC1,10,-2,/,-2,4,5,8,-3
COc1ccc(N2CC(C(=O)Nc3ccc(N4CCOCC4)cc3)CC2=O)cc1 (centres undefined),/,-8,-14,-10,/,/,-40,-8
C#CCOCCOCCOCCNc1nc(N2CCOCC2)nc(N2CCN(C(=O)[C@H](CCC(=O)O)n3cc([C@@H](N)CCCCN)nn3)CC2)n1,-4,3,-6,-9,/,-13,-12,6
CCOc1cc2[nH]c(=S)n(Cc3ccc(C(=O)NCCOC)cc3)c(=O)c2cc1OCC,/,11,/,-6,/,/,-3,11
CCN(CC)S(=O)(=O)c1cccc(NC(=O)CNc2cccc(S(=O)(=O)N3CCOCC3)c2)c1,3,-2,/,-1,-3,/,/,7
COc1ccc(-c2oc3c(OC)c(OC)c(OC)c(O)c3c(=O)c2OC)cc1OC,/,1,/,-1,1,7,/,-9

Marked active in LGR2 inh, among the entries above:
compound,LGR2 inh,miR122 inh,Casp6 inh,PGC1a acetyl inh
O=C(NC(=S)Nc1ccc(CN2CCOCC2)cc1)c1ccc(-c2cccc(Cl)c2)o1,67*,/,-2,-17

(more compounds)
SMILES,LGR2 inh,Cneo AK release,FN deposit inh,miR122 inh,Casp6 inh,EWS-Fli inh,PAX8 inh HTS,PGC1a acetyl inh
CCOc1ccc(NC(c2ccccn2)c2oc(CO)cc(=O)c2O)cc1 (centres undefined),-7,-2,0,/,3,-66,-161,3
CCN(C(=O)c1cnc(OC)cc1C(F)(F)F)c1ccc(Cl)cc1,/,-2,-7,9,-1,5,-1,-29
O=S1(=O)N[C@H](Cc2ccccc2)COc2cc(N3CCSCC3)ccc21,-6,/,1,/,0,-25,-47,/
CCCN1C[C@@H](C)[C@H](OC)CN(C)C(=O)c2cc(NC(=O)NC3CCCCC3)ccc2OC[C@H]1C,-7,55,-2,-1[16.7 µM],2,-12,-8,/
CCS(=O)(=O)NCCNc1ccc([N+](=O)[O-])cc1,7,1,4,1,-4,10,-6,-6
Cc1ccc(C(=O)Nc2ccc(Nc3ccccc3)cc2)cc1Br,/,2,8,3,0,-11,-11,1
C[C@H]1CN=C(Nc2ccccc2)N1CC1CCCCC1,-12,5,10,-1,5,2,44,12
O=S(=O)([N-]c1nc2ccccc2nc1-[n+]1ccc(CCCc2ccccc2)cc1)c1cccs1,-13,-5,-5,31,-3,-1,11,3
Cc1cc(C)cc(NC(=O)CSc2nnc(-c3cc(C)[nH]n3)n2N)c1,-10,1,-10,-2,-2,-3,4,-14
C(#Cc1ccccc1)C[N+]1(CC#Cc2ccccc2)CCCCC1,-6,1,8,3,-5,17,38,-1
O=C(Nc1cccc(F)c1)c1cc(-c2ccco2)nc2ccccc12,-4,/,18,/,-8,-5,13,-3
CC/C(=N\NC(=O)CCC(=O)NCc1ccccc1)c1ccc(O)cc1,35,1,-9,4,2,39,2,0
C[C@@H]1CN([C@H](C)CO)C(=O)c2cc(NS(=O)(=O)c3cccs3)ccc2O[C@H]1CN(C)Cc1ccc(C(F)(F)F)cc1,-1,-6,/,1[16.7 µM],-2,-6,33,-7
CCCC(=O)Nc1ccc2c(c1)C(=O)N(C)C[C@H](OC)[C@@H](C)CN(CCc1ccccc1)[C@@H](C)CO2,24,-1,-9,4[16.7 µM],-2,11,/,8
O=C(c1ccco1)N1CCN(C(=O)c2cccc3c2C(=O)N(Cc2cccnc2)C3)CC1,-2,1,10,/,-2,0,-14,/

Next section:
SMILES,LGR2 inh,Cneo AK release,FN deposit inh,miR122 inh,Casp6 inh,EWS-Fli inh,PAX8 inh HTS,PGC1a acetyl inh
Cc1cccc(-c2nc(CNC(=O)c3ccco3)cs2)c1,-14,0,-3,2,-2,/,-86,-2
CSCC[C@H](NC(=O)[C@H](Cc1ccccc1)n1c(=O)[nH]c2ccccc2c1=O)C(=O)N1CCC[C@@H]1C(=O)O,/,1,/,-24,0,-5,/,11
CCNc1nc(CC)nc2c1oc1ccccc12,-10,/,8,6,/,/,/,-1
O=C(Cc1cccnc1)N1CC2(C1)[C@H](c1ccccc1)[C@H](CO)N2C(=O)C1CC1,6,/,-4,/,-2,4,/,2
COc1ccc(NC(=O)c2cccc(NC3=NC4CS(=O)(=O)CC4S3)c2)cc1Cl (centres undefined),13,0,-8,/,-1,-2,0,/
Cn1c(=O)[nH]c(=O)c2c1nc(CN1CCN(c3ccccc3F)CC1)n2CCc1ccccc1,-13,-1,-1,-6,-2,4,8,/
